High-throughput results from PubChem BioAssay.
T cell modulator: modulators of CD8 T cell-vesicle binding, primary screen, mouse 2C CD8+ T cells, flow cytometry. 2C CD8+ T cell-vesicle binding; active compounds read low. calls only at 7 µM. 330,000 compounds, 0.068% hits. AID 2052, 2009;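 active = response, share of CD8 T cells binding vesicles, and their 90th percentile fluorescence all below set limits, cut at about 80% in these data, passing the limit was not always enough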
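Material: 2C TCR transgenic mouse naive CD8+ T cells, MACS-purified. Also added: QL9-charged Drosophila Ld/ICAM-1/B7-1 vesicles. Timing: binding 1.5 h at 37 °C. Measured by: high-throughput flow cytometry with anti-B7-1 and anti-CD8 staining. Read-out: percent CD8+ FL2 mean versus row control. Controls: Unloaded micro-vesicles (low), QL9 vesicles with 0.7% DMSO (high).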
Myeloid diff MLP: induction of myeloid progenitor differentiation, primary screen, cell-based, flow cytometry, MLPCN library. ER-HoxA9 myeloid progenitors, lysozyme-GFP differentiation. calls only at 10 µM. 360,000 compounds, 1% hits. AID 624256, 2012;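 active = normalized GFP-positive differentiation at or above the plate's own cutoff, the solvent-only control mean plus 3 SD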;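 note: cells exposed to compound for four days before flow analysis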
T cell modulator vesicle-bound %: second read-out of T cell modulator, no call of its own (marks repeat the call); double positive events, %; measured here: CD8+ vesicle-bound cell fraction;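 binding gate set so that unloaded-vesicle control wells show 10% double positive cells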
Myeloid diff MLP GFP+ MAC1+ %: further read-out of Myeloid diff MLP, marked with its call; GFP+ MAC1+ double positive, %; measured here: differentiation confirmed by MAC1 staining
An asterisk follows results filed as active; i = inactive; / = not tested or not shown; + = active, no number. Only part of the results is shown. The share of hits here may be higher or lower than overall.

SMILES | T cell modulator | T cell modulator vesicle-bound % | Myeloid diff MLP | Myeloid diff MLP GFP+ MAC1+ %
COc1ccccc1N1CCN(S(=O)(=O)CCNC(=O)C2CCCC2)CC1 | i | 35 | i | 0.6
CS(=O)(=O)c1ccc(Cl)c(NC(=O)CN2CCCC2c2ccc3c(c2)OCCCO3)c1 (configuration not stated) | i | 41 | i | 0.6
CN1CC(=O)N(CC(=O)Nc2cccc3ccccc23)C1=O | i | 50 | i | 0.8
C[C@H](CO)N1C[C@H](C)[C@H](CN(C)Cc2ccc(-c3ccccc3)cc2)Oc2ccc(NS(=O)(=O)c3ccccc3)cc2CC1=O | i | 50 | i | 1.9
COc1ccc(S(=O)(=O)N2CCCCC2)cc1NC(=O)CN1C(=O)NC(C)(C2CC2)C1=O (configuration not stated) | i | 29 | i | 2.2
COc1ccc(CCNC(=O)c2cc(C3CC3)nc3c2cnn3C(C)C)cc1OC | i | 39 | + | 1.5*
O=C(NC1CCCCCC1)c1cccc(S(=O)(=O)N2CCOCC2)c1 | i | 30 | i | 0.5
CCN(Cc1ccncc1)C(=O)c1cccc(S(=O)(=O)N2CCCCC2)c1 | i | 43 | i | 1.3
O=C(Nc1ccc(Cl)c(Cl)c1)C1CCCCC1 | i | 12 | i | 1.1
CC(C)CCCN1C(N(C)C)=NC[C@@H]1Cc1ccccc1 | i | 42 | i | 2.2
CN(C)N=Nc1nc[nH]c1C(N)=O | i | 40 | i | 1.2
O=C(Nc1cccc(NC(=O)c2cc([N+](=O)[O-])ccc2Cl)n1)c1cc([N+](=O)[O-])ccc1Cl | i | 44 | i | 0.4
Cn1c(SCc2cccc([N+](=O)[O-])c2)nc2ccccc2c1=O | i | 21 | i | 1.8
C[C@H](CO)N1C[C@H](C)[C@@H](CN(C)C(=O)Nc2ccc3c(c2)OCO3)Oc2ccc(NC(=O)CCN3CCOCC3)cc2C1=O | i | 8 | i | 1.5
Cc1cc(NC(=O)c2ccco2)sc1C | i | 43 | i | 0.3
CC1(C)CC(=O)C=C(c2ccc(F)cc2OCc2ccccc2)C1 | i | 14 | i | 1.9
Cc1ccc(NC(=O)CN(C)C(=O)c2sc3cc(Cl)ccc3c2Cl)cc1 | i | 54 | i | 0.3
O=C(CCNC(=O)c1ccc(Br)cc1)NCc1ccncc1 | i | 24 | i | 0.9
CN(C(=O)CSc1n[nH]c(-c2cccs2)n1)C1CCS(=O)(=O)C1 (configuration not stated) | i | 16 | i | 0.8
CC(C(=O)Nc1ccccc1)N1CCN(C(=O)c2ccco2)CC1 (configuration not stated) | i | 4 | i | 0.5
O=C(COc1ccc(Cl)cc1Cl)Nc1ccc(-c2ccc(N3CCOCC3)nn2)cc1 | i | 54 | i | 1.1
CC1CCc2c(sc(NC(=O)c3cccn3C)c2C(N)=O)C1 (configuration not stated) | i | 19 | i | 1.5
COc1cccc2c1C(=O)CC1C2CCC2CC(=O)CCC21C (configuration not stated) | i | 22 | i | 0.1
COc1ccc(NC(=O)COC(=O)c2cc(C)oc2C)cc1OC | i | 42 | i | 0.2
O=C(COc1ccc(F)cc1)NNC(=O)Cn1ccc(C(F)(F)F)n1 | i | 54 | i | 0.4
O=C(NCCc1ccccc1)C1CC(=O)N(c2ccc3c(c2)OCCO3)C1 (configuration not stated) | i | 32 | i | 0.5
CCN(CC(=O)Nc1ccc(OC)cc1)C(=O)c1cc(S(=O)(=O)N2CCOCC2)ccc1N1CCCC1 | i | 30 | i | 0.8
O=C(CCN1C(=O)CSc2ccccc21)Nc1ccc(C(F)(F)F)cc1 | i | 40 | i | 0.2
COc1cccc(-c2c(-c3cc(OC)cc(OC)c3)n(C)c3ccc(-c4ccc5cc[nH]c5c4)cc23)c1 | i | 8 | i | 2.3
O=C(NCc1nnnn1-c1ccc(Cl)cc1)c1ccc(Br)o1 | i | 34 | i | 1.4
COc1ccccc1CCNC(=O)c1ccc(NC(=O)CC2SC(N3CCCC3)=NC2=O)cc1 (configuration not stated) | i | 38 | i | 0.7
CC1CCCC(C)N1C(=O)COC(=O)CCC(=O)c1ccc(F)cc1 (configuration not stated) | i | 29 | i | 0.8
O=C(CN1C(=O)c2cccc([N+](=O)[O-])c2C1=O)N1CCN(S(=O)(=O)c2ccccc2)CC1 | i | 42 | i | 0.7
CCOC(=O)C(=O)NCC(c1cccs1)S(=O)(=O)c1ccc(C)cc1 (configuration not stated) | i | 50 | i | 0.9
O=C(COc1cccc(Br)c1)Nc1ccc(N2CCOCC2)cc1N1CCOCC1 | i | 35 | i | 0.1
Cc1c(NC(=O)CN2C(=O)NC3(CCCCC3C)C2=O)cccc1[N+](=O)[O-] (configuration not stated) | i | 34 | i | 0.5
Cc1ccc(NC(=O)COC(=O)CNC(=O)c2ccc(Cl)cc2Cl)cc1S(=O)(=O)N1CCOCC1 | i | 45 | i | 0.6
CC/C(=N/NC(=O)c1ccc2c(c1)OCO2)c1ccccc1O | i | 34 | i | 1.8
O=C(Nc1cccc(-c2ccc(N3CCOCC3)nn2)c1)c1ccc([N+](=O)[O-])cc1 | i | 41 | i | 0.4
Cc1ccc(C(=O)OCC(=O)N(CCc2ccccc2)Cc2ccccc2)cc1S(=O)(=O)N1CCOCC1 | i | 24 | i | 0.8
Cc1csc2nc(O)c(C(=O)NC3CCCCCC3)c(=O)n12 | i | 20 | i | 1.3
COc1ccc(CN(C)C(=O)c2cc(S(=O)(=O)N3CCOCC3)ccc2N2CCCC2)cc1 | i | 24 | i | 0.9
CC1CCN(S(=O)(=O)c2cc(C(=O)Nc3ccccn3)ccc2Br)CC1 | i | 33 | i | 0.2
O=C(COC(=O)C1CCN(c2ccc(C(F)(F)F)cn2)CC1)Nc1ccc(Cl)cc1 | i | 13 | i | 1.1
COc1ccccc1C(=O)COC(=O)c1c(-c2ccccc2)noc1C | i | 21 | i | 0.6
CCOC(=O)c1ccc(S(=O)(=O)N2CCN(CCc3ccncc3)CC2)cc1 | i | 38 | i | 0.9
Cc1ccccc1NC(=O)Cc1nc(COC(=O)COc2cccc(C)c2C)cs1 | i | 57 | i | 0.5
CCN(CC)S(=O)(=O)c1ccc(OC)c(NC(=O)c2ccc(N3CCCC3=O)cc2)c1 | i | 32 | i | 1.5
CCN1CCN(c2ccc(NC(=O)c3cccc(S(=O)(=O)N4CCCC4)c3)cc2)CC1 | i | 34 | i | 0.9
O=C(CCNC(=O)c1ccc(Br)cc1)NNC(=O)c1ccccc1 | i | 50 | i | 0.6
COc1ccc(CCC(=O)OCC(=O)Nc2c(C)n(C)n(-c3ccccc3)c2=O)cc1 | i | 30 | i | 0.6
CCCCN(C(=O)COC(=O)COc1c(C)cc(C)cc1C)c1c(N)n(CCC)c(=O)[nH]c1=O | i | 36 | i | 0.5
Cc1cccc(C(=O)NCC(=O)OCc2cc(=O)n3ccsc3n2)c1 | i | 60 | i | 1.0
Cc1cc(NC(=O)COc2ccccc2C#N)no1 | i | 44 | i | 1.0
COCCCOc1cc(NCc2ccccc2)c2ncn(C(C)C)c2c1 | i | 20 | i | 2.8
CCc1noc(C)c1C(=O)NNC(=O)c1ccc(N(CC)CC)cc1 | i | 14 | i | 0.7
CC(NC(=O)C(C)N1CCN(S(=O)(=O)c2ccccc2)CC1)c1ccccc1 (configuration not stated) | i | 25 | i | 0.6
CN(CCOc1ccc(Cl)cc1)C(=O)c1cc([N+](=O)[O-])ccc1N1CCOCC1 | i | 44 | i | 0.5
CCCN(C(=O)c1cc(-c2ccco2)nc2ccccc12)c1c(N)n(Cc2ccccc2)c(=O)[nH]c1=O | i | 54 | i | 1.3
COC(=O)[C@@H](Cc1ccccc1)N(Cc1ccccc1)S(=O)(=O)N(Cc1ccccc1)[C@H](Cc1ccccc1)C(=O)OC | i | 32 | i | 2.0
Further entries
SMILES | T cell modulator | T cell modulator vesicle-bound % | Myeloid diff MLP | Myeloid diff MLP GFP+ MAC1+ %
O=C(CN1CCN(CN2C(=O)NC3(CCCCCC3)C2=O)CC1)Nc1cccc(F)c1 | i | 37 | i | 1.1
CC(=O)c1ccc(NC(=O)C(C)Sc2nnc(-c3ccncc3)n2C2CC2)cc1 (configuration not stated) | i | 19 | i | 0.2
Cn1c(N)c(C(=O)COC(=O)c2cccc(S(=O)(=O)N3CCOCC3)c2)c(=O)n(C)c1=O | i | 38 | i | 1.0
COc1ccc([C@H]2CC(=O)C=C(c3cc4ccccc4s3)C2)cc1 | i | 33 | i | 1.6
O=C(CCl)Nc1ccc(S(=O)(=O)NC2=NCCCCC2)cc1 | i | 22 | i | 1.3
CCOc1ccccc1NC(=O)c1ccc(S(=O)(=O)N(C)c2ccccc2)cc1 | i | 38 | i | 1.4
COc1ccc(NS(=O)(=O)c2cccc(C(=O)NNC(=O)c3ccccc3O)c2)cc1 | i | 60 | i | 1.1
COc1cc(OC)cc(OC(=O)C2CCN(C(=O)c3ccc(F)cc3)CC2)c1 | i | 37 | i | 0.9
COc1cc(NC(=O)c2ccc(S(=O)(=O)N(C)c3ccccc3OC)cc2)cc(OC)c1 | i | 10 | i | 0.6
O=C(CCNC(=O)c1ccc(Br)cc1)NCCCN1CCOCC1 | i | 43 | i | 0.7
CC(Sc1nc(N)cc(=O)[nH]1)C(=O)NCC(=O)Nc1ccc(F)c(F)c1F (configuration not stated) | i | 29 | i | 0.9
O=C1CC(NS(=O)(=O)c2ccc(F)cc2)CN1c1ccc2c(c1)OCCO2 (configuration not stated) | i | 45 | i | 1.3
CCOc1ccc(C(=O)CCC(=O)N2CCN(c3ccccc3O)CC2)cc1 | i | 27 | i | 1.5
O=C(C[C@H]1C/C=C\CCC(=O)OC[C@H]2CCCN2C1=O)NCCO | i | 11 | i | 1.2
Cc1noc(C)c1S(=O)(=O)N(C)C[C@H]1Oc2c(NC(=O)Nc3ccccc3)cccc2C(=O)N([C@H](C)CO)C[C@@H]1C | i | / | i | 0.8
O=C(Cn1cnc2c(OCc3ccccc3)ncnc21)N1CCN(c2ccccn2)CC1 | i | 20 | i | 0.4
CN(CCOc1ccccc1)C(=O)c1cc(-c2ccco2)nc2ccccc12 | i | 48 | i | 1.1
CC(C)(C)OC(=O)C[C@H]1C/C=C\C[C@H](CC(=O)N[C@H](CO)Cc2ccccc2)C(=O)N[C@@H](Cc2ccccc2)COC1=O | i | 26 | i | 0.6
O=C1C=C(c2ccnc3cc(Cl)ccc23)C[C@@H](c2ccc3c(c2)OCO3)C1 | i | 26 | i | 3.1
COc1ccc(/C=C/C(=O)OCC(=O)N(C)CC(=O)Nc2ccc(C)cc2)c(OC)c1 | i | 55 | i | 1.2
CCN(CC)S(=O)(=O)c1ccc(NC(=O)CCN2C(=O)C3CC=CCC3C2=O)cc1 (configuration not stated) | i | 24 | i | 0.7
Cc1cccc(C(=O)NC(=S)NC(C)c2ccccc2)c1 (configuration not stated) | i | 25 | i | 0.1
O=C(NCC(=O)N1CCN(c2ccccc2O)CC1)C1CCCCC1 | i | 40 | i | 1.1
O=C(OCC(=O)N1CCCc2ccccc21)c1cc(S(=O)(=O)N2CCOCC2)ccc1O | i | 41 | i | 0.9
Cc1ccccc1OCC(=O)Nc1ccccc1C(=O)NC1CC1 | i | 11 | i | 0.7
CN(CC(=O)Nc1cccc(F)c1)C(=O)C1(c2ccccc2)CC1 | i | 52 | i | 1.5
Cc1nc(-c2ccccc2)cc(-c2ccccc2)n1 | i | 39 | i | 0.4
CCOC(=O)C1=C(c2ccccc2)NC(=O)NC1c1cc(OC)c(OC)c(OC)c1 (configuration not stated) | i | 27 | i | 0.6

12 entries from above, sorted by number of heavy atoms, low to high.
SMILES | T cell modulator | T cell modulator vesicle-bound % | Myeloid diff MLP | Myeloid diff MLP GFP+ MAC1+ %
Cc1cc(NC(=O)c2ccco2)sc1C | i | 43 | i | 0.3
Cc1cc(NC(=O)COc2ccccc2C#N)no1 | i | 44 | i | 1.0
CC(C(=O)Nc1ccccc1)N1CCN(C(=O)c2ccco2)CC1 (configuration not stated) | i | 4 | i | 0.5
Cc1cccc(C(=O)NCC(=O)OCc2cc(=O)n3ccsc3n2)c1 | i | 60 | i | 1.0
CC1CCN(S(=O)(=O)c2cc(C(=O)Nc3ccccn3)ccc2Br)CC1 | i | 33 | i | 0.2
CCN(Cc1ccncc1)C(=O)c1cccc(S(=O)(=O)N2CCCCC2)c1 | i | 43 | i | 1.3
CCOc1ccc(C(=O)CCC(=O)N2CCN(c3ccccc3O)CC2)cc1 | i | 27 | i | 1.5
Cc1ccccc1NC(=O)Cc1nc(COC(=O)COc2cccc(C)c2C)cs1 | i | 57 | i | 0.5
COc1ccc(CCC(=O)OCC(=O)Nc2c(C)n(C)n(-c3ccccc3)c2=O)cc1 | i | 30 | i | 0.6
Cc1ccc(NC(=O)COC(=O)CNC(=O)c2ccc(Cl)cc2Cl)cc1S(=O)(=O)N1CCOCC1 | i | 45 | i | 0.6
COC(=O)[C@@H](Cc1ccccc1)N(Cc1ccccc1)S(=O)(=O)N(Cc1ccccc1)[C@H](Cc1ccccc1)C(=O)OC | i | 32 | i | 2.0
C[C@H](CO)N1C[C@H](C)[C@@H](CN(C)C(=O)Nc2ccc3c(c2)OCO3)Oc2ccc(NC(=O)CCN3CCOCC3)cc2C1=O | i | 8 | i | 1.5
